Assay outcomes deposited in PubChem by National Center for Advancing Translational Sciences (NCATS).
A549 viability: A549 cytotoxicity, counter-screen for Nrf2 inhibitors. AID 504648. Potency, µM (top dose mostly 46 µM), without a hit: top-dose activity change, negative = cytotoxicity, most hits filed as inhibitors. A549 ARE-Fluc cells, CellTiter-Fluor viability, 18-24 h. 0.16% of 390,000 active; further: potency means the concentration at half of the fitted maximal effect; on the % scale 0 is the no-effect control and ±100 the full control effect
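A549 ARE_Fluc cells in 5% FBS OPTI-MEM were exposed to compounds in concentration-response for 18-24 h at 37 deg C. Viability was read by CellTiter-Fluor fluorescence (Ex 405/Em 525) after 30 min, before the luciferase read.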
TGFb SMAD3 inh: inhibitors of TGF-b signaling; HepG2 CAGA-GFP TGF-b/SMAD3 reporter, GFP fluorescence, 18 h; TGF-beta stimulated, 500 pg/mL final; Potency, µM (series often up to 46.1 µM), inactives show top-dose activity, negative = inhibition, usual class: inhibitors; 1.2% of 410,000 active; AID 588855; further: potency means the concentration at half of the fitted maximal effect; on the % scale 0 is the no-effect control and ±100 the full control effect; nearly all actives have a fitted effect of over 65% in size
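TGF-beta reporter screen: HEPG2 CAGA-GFP, 1% FBS, 500 pg/mL TGF-beta final, 18 h; per-cell GFP summed per well; curves fitted and categorized by class.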
Nrf2 ARE act: activates Nrf2 signaling; 0.31% of 410,000 active; AREc32 ARE-luciferase reporter (MCF7-derived line), luminescence, 24 h; Potency, µM (titrated, usually from 46.1 µM), for the others: at the top dose activation, hits mostly activators; further: potency means the concentration at half of the fitted maximal effect; % of control where 0% means no effect; nearly all actives have a fitted effect of over 65% in size
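Luminescent ARE reporter assay in AREc32_Fluc cells: overnight plating at 37 deg C, 24 hr compound incubation, Steady-Glo added, 30 min RT before reading.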
HepG2 tox: kills HepG2 cells in TGF-b inhibitor counter-screen | HepG2 CAGA-GFP viability, ATP luminescence, 18 h | Potency, µM (series often up to 46.1 µM), for inactives: at the highest dose activity change, negative = cytotoxicity, actives largely listed as cytotoxic | 0.76% of 410,000 active; further: potency means the concentration at half of the fitted maximal effect; some results filed as inactive show a strong effect at the top dose
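CellTiter-Glo luminescence gave cytotoxicity after 18 hours at 37 degrees C. The cells were HepG2 CAGA-GFP in 1% FBS DMEM, stimulated with 500 pg/mL TGF-beta after compound addition. %Activity was normalised to no-cell wells (complete cell-killing) and DMSO (no toxicity), and curves were fitted and classified.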
pAkt inh: blocks phosphorylation of Akt; 0.32% of 360,000 active; AID 651550; activity change, % for hits at 50 µM; Neuro2A IGF-stimulated pAkt S473 HTRF, 20 min; stronger effect = lower value; in the data active means activity change below about -80%; inconclusive means mostly about -51% to -80%; further: on the % scale 0 is the no-effect control and ±100 the full control effect
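Neuro2A cells (4,500/well, DMEM with 0.5% FBS) were treated with compound at a single 50 µM final concentration, stimulated with 6 nM IGF for 20 min at 37 °C, and lysed. Phospho-Akt Ser473 was read by HTRF as 665/615 ratio ×10^4.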
S2 tox: viability counter-screen for ATXN expression inhibitors. S2 cells (HEK-293 line with an ATXN2-luciferase reporter) viability, CellTiter-Fluor protease fluorescence, 24 h. Potency, µM (series often up to 56.7 µM), hits mostly cytotoxic. 0.49% of 400,000 active. AID 651635; further: potency means the concentration at half of the fitted maximal effect; nearly all actives have a fitted effect of over 40% in size
Nrf2 block: Nrf2 pathway inhibition. A549 ARE-Fluc reporter, luciferase luminescence, 18-24 h. Potency, µM (doses to about 46 µM), for inactives: at the highest dose activity change, negative = inhibition, usual class: inhibitors. 2.1% of 360,000 active. AID 504444; further: potency means the concentration at half of the fitted maximal effect; on the % scale 0 is the no-effect control and ±100 the full control effect; nearly all actives have a fitted effect of over 60% in size
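Two sequential reads on A549 ARE_Fluc cells exposed to compound for 18-24 h: a CellTiter-Fluor fluorescence read for viability, then a luciferase luminescence read for Nrf2/ARE activity.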
CCT modulator: modulators of cytosolic chaperonin (CCT/TRiC) activity; activity change, % (test concentration not listed), hits read low; 0.3% of 360,000 active; purified chaperonin ATPase assay, HTRF ADP detection, 30 min; AID 651819; in the data active means activity change below about -30%; further: on the % scale 0 is the no-effect control and ±100 the full control effect
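We incubate TRiC, 40 or 20 nM final, with library compounds at 76 uM and 10 uM ATP for 30 min at 37 °C. ADP formed is detected with Transcreener HTRF reagents after 30 min at room temperature.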
Mm-Cpn inhibitor: blocks the Methanococcus maripaludis chaperonin Mm-Cpn | purified Mm-Cpn ATPase, ADP Transcreener TR-FRET | Potency, µM (doses to about 76.9 µM), inactives show at the top dose activity, negative = inhibition, actives largely listed as inhibitors | 0.031% of 330,000 active | AID 504842; further: potency means the concentration at half of the fitted maximal effect; on the % scale 0 is the no-effect control and ±100 the full control effect; nearly all actives have a fitted effect of over 80% in size
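Purified archaeal chaperonin (25 nM final) was preincubated with compound for 10 min at 37°C, then ATP (10 uM final) was added for 30 min at 37°C in Tris pH 7.4/KCl/MgCl2/DTT buffer. ADP was quantified by HTRF Transcreener TR-FRET.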
Active calls of the source: *; i = inactive; ? = inconclusive; / = not tested or not shown; & = joins results of further samples. Unless noted, the call rests on the fitted dose curve; in most records, active means well fitted curve in the direction sought with a large enough effect; inconclusive means small, poorly fitted or top-dose-only effect, or another doubt; inactive means no such curve, though single readings can be large; an effect the other way counts as inactive or inconclusive.

SMILES | A549 viability | TGFb SMAD3 inh | Nrf2 ARE act | HepG2 tox | pAkt inh | S2 tox | Nrf2 block | CCT modulator | Mm-Cpn inhibitor
OCCCn1c(C2CCCN2c2nc(-c3ccc(F)cc3)cs2)nc2cc(Cl)c(Cl)cc21 (stereo unspecified) | -14% | -13% | 0.6% | -10% | i | ? | 12% | -1.0 | /
Cc1ccc(C)c(S(=O)(=O)N2CCN(C(=O)Cc3c(F)cccc3Cl)CC2)c1 | 10% | ? | 0.0% | -43% | i | i | -12% | -0.3 | -1%
O=C(O)c1ccc(OCc2occc2C(=O)O)cc1 | -5% | 3% | -0.1% | 3% | i | i | -7% | 0.6 | /
CC(OC(=O)Cn1cnc2c1c(=O)n(C)c(=O)n2C)C(=O)c1ccccc1 (stereo unspecified) | 1% | -3% | -0.6% | 9% | i | i | 14% | 2.5 | -1%
CC(=O)N1Cc2ccccc2CC1C(=O)O (stereo unspecified) | -7% | ? | -0.5% | -17% | i | i | -1% | 0.2 | 0%
CC(=O)c1ccc(C(=O)NC2CCCN(Cc3ccccc3F)C2)cc1 (stereo unspecified) | 1% | 1% | -1.1% | -3% | i | i | -16% | -1.3 | 2%
O=C(NCc1ccccn1)Nc1cccc(Cl)c1Cl | 3% | 5% | 1.8% | 16% | i | i | 7% | -0.1 | 4%
O=C(OCC(=O)N1CCCC1)c1cc(=O)c2ccccc2o1 | -2% | 6% | -1.3% | -1% | i | i | 3% | -1.5 | -1%
CCN(CC)S(=O)(=O)c1ccc(Cl)c(NC(=O)COc2ccccc2[N+](=O)[O-])c1 | 3% | -9% | 0.0% | -34% | i | i | -27% | -2.6 | 2%
COc1cccc(C(=O)NC2CC3CCCC(C2)N3S(=O)(=O)c2ccccc2)c1 (stereo unspecified) | -1% | ? | -0.5% | -25% | i | i | ? | 0.4 | 2%
O=C(Nc1cc(C(F)(F)F)ccc1Cl)C(NCc1ccccc1)c1ccccc1 (stereo unspecified) | 1% | -7% | 0.3% | -22% | i | i | 1% | 0.7 | 1%
COCC(C)OC(=O)/C(C#N)=C\c1coc2ccc(C)cc2c1=O (stereo unspecified) | -4% | 1% | 2.2% | -16% | i | i | -9% | -3.1 | -2%
Cc1cc(=O)[nH]c(N/N=C/c2ccc(-c3ccc(F)cc3)o2)n1 | -2% | -18% | 2.3% | -153% | i | i | ? | -0.6 | -2%
CCN(C(=O)Cn1nc(C)n2c(cc3cc(C)ccc32)c1=O)c1ccccc1 | 0% | -5% | -0.5% | -11% | i | i | 10% | -1.0 | -1%
COc1ccccc1CNC(=O)COC(=O)c1ccc(Cl)nc1 | -1% | 0% | 0.3% | 0% | i | i | -13% | 1.6 | -3%
COc1cc2c(C#CCCO)c(-c3ccsc3)oc(=O)c2cc1OC | -6% | ? | 17% | -5% | i | ? | ? | -1.0 | -2%
CCOc1ccc(N=Cc2ccccc2O)cc1 | 1% | -21% | -0.5% | 3% | i | ? | 2% | -1.6 | /
COc1ccc(CNC(=O)c2c(F)c(F)c(F)c(F)c2F)cc1 | -2% | -5% | 5.0% | -1% | i | i | 6% | -0.4 | 5%
CCCCN(C)S(=O)(=O)c1ccc(C(=O)Nc2sc3c(c2C(N)=O)CC(C)(C)NC3(C)C)cc1 | -1% | -1% | -0.2% | -28% | / | / | / | / | /
CCc1ccc(CNC(=O)C2CCCN(c3nnc(C)c4c(C)n(-c5ccc(OC)cc5)nc34)C2)cc1 (stereo unspecified) | -18% | 11µM* | 4.2% | 10µM* | / | ? | 3% | / | /
CS(=O)(=O)c1ccc(-c2nnc(NC(=O)c3ccc4c(c3)OCCO4)o2)cc1 | 9% | 17% | 4.3% | -8% | / | / | / | / | /
COc1ccc(CC(=O)N/N=C(\C)c2cccs2)cc1OC | -5% | -1% | 2.7% | 0% | i | i | 19% | -1.0 | 0%
COc1ccccc1NC=C1C(=O)OC2(CCCCC2)OC1=O | -3% | 8% | 0.4% | -2% | i | i | 4% | -3.0 | 1%
Cc1nn(Cc2c(F)c(F)c(F)c(F)c2F)c(C)c1NC(=O)c1c([N+](=O)[O-])c(C)nn1C | 10% | -1% | 0.2% | -2% | i | i | / | 0.7 | 0%
CC(C)CCCC(C)NS(=O)(=O)Cc1ccccc1 (stereo unspecified) | -3% | -2% | -0.8% | -14% | / | / | -12% | -4.0 | -3%
O=C(NCCc1ccccc1)C1CCN(S(=O)(=O)N2CCCCC2)CC1 | 11% | 5% | 0.1% | 0% | i | i | 13% | 0.3 | 1%
CCOc1ccc(N(CC(=O)Nc2ccc3c(c2)OCO3)S(=O)(=O)c2ccccc2)cc1 | -11% | -17% | 4.1% | -25% | / | i | ? | / | /
N#C/C(=C\c1ccc(O)c(O)c1)C(=O)Nc1ccccc1 | -19% | 28%&-4% | 6.0% | -20%&-21% | i | ? | ? | -2.1 | -7%
CCOc1ccc(CCNC(=O)COC(=O)CSc2ccccc2C)cc1OCC | 1% | -24% | -0.3% | -3% | i | ? | 5% | -1.7 | 2%
COc1ccc(CCNC(=O)CSc2nnc(CNC(=O)c3c(F)cccc3Cl)o2)cc1OC | 0% | 12% | -0.5% | 10% | i | i | 0% | -1.8 | -7%

Sorted by value in TGFb SMAD3 inh (low to high): 7 from the list above.
smiles,TGFb SMAD3 inh
CCOc1ccc(N=Cc2ccccc2O)cc1,-21%
CCOc1ccc(N(CC(=O)Nc2ccc3c(c2)OCO3)S(=O)(=O)c2ccccc2)cc1,-17%
COc1ccc(CNC(=O)c2c(F)c(F)c(F)c(F)c2F)cc1,-5%
CCCCN(C)S(=O)(=O)c1ccc(C(=O)Nc2sc3c(c2C(N)=O)CC(C)(C)NC3(C)C)cc1,-1%
COc1ccccc1CNC(=O)COC(=O)c1ccc(Cl)nc1,0%
COc1ccccc1NC=C1C(=O)OC2(CCCCC2)OC1=O,8%
CS(=O)(=O)c1ccc(-c2nnc(NC(=O)c3ccc4c(c3)OCCO4)o2)cc1,17%

Back to the main list; the 3 compounds before the break are reprinted first.
SMILES | A549 viability | TGFb SMAD3 inh | Nrf2 ARE act | HepG2 tox | pAkt inh | S2 tox | Nrf2 block | CCT modulator | Mm-Cpn inhibitor
N#C/C(=C\c1ccc(O)c(O)c1)C(=O)Nc1ccccc1 | -19% | 28%&-4% | 6.0% | -20%&-21% | i | ? | ? | -2.1 | -7%
CCOc1ccc(CCNC(=O)COC(=O)CSc2ccccc2C)cc1OCC | 1% | -24% | -0.3% | -3% | i | ? | 5% | -1.7 | 2%
COc1ccc(CCNC(=O)CSc2nnc(CNC(=O)c3c(F)cccc3Cl)o2)cc1OC | 0% | 12% | -0.5% | 10% | i | i | 0% | -1.8 | -7%
COc1cc(-c2cc(C(=O)Nc3c(Cl)cc(Cl)cc3Cl)c3ccccc3n2)cc(OC)c1OC | 4% | 2% | -0.2% | 1% | i | i | -14% | -1.4 | 3%
[O-][n+]1c2ccc3nonc3c2nn1-c1ccccc1Cl | -4% | ? | -0.3% | 8% | i | ? | 2% | 0.2 | -4%
COc1cc2cc(-c3ccc(O)cc3O)nc(C)c2cc1OC | -10% | -11% | 19% | -33% | i | i | ? | -1.0 | -13%
O=C(Cn1cnc2ccccc21)Nc1cccc([N+](=O)[O-])c1 | -1% | -29% | ? | -21% | i | / | -16% | -1.2 | 0%
COCCCNC(=O)C(Cc1ccccc1)NS(=O)(=O)c1ccc2c(c1)c(=O)n(C)c(=O)n2C (stereo unspecified) | 12% | -1% | 0.0% | 3% | i | ? | 9% | -0.7 | 1%
CN(C(=O)COC(=O)Cn1cnc2c1c(=O)n(C)c(=O)n2C)C1(C#N)CCCCC1 | 0% | -21% | 0.2% | 6% | i | ? | 16% | -1.4 | -3%
Fc1ccc(CSc2nncn3c2cc2occc23)c(Cl)c1 | -5% | -12% | 0.3% | -48% | / | / | -11% | / | /
Cc1ccc(S(=O)(=O)N(C)C)cc1NC(=O)C(C)OC(=O)c1ccc2c(c1)OCCO2 (stereo unspecified) | -9% | -1% | -0.8% | -4% | i | i | 2% | -2.0 | -2%
O=C(Nc1cccnc1Cl)c1noc2c1CCc1ccccc1-2 | 14% | -15% | 3.3% | -3% | i | i | ? | -0.9 | 0%
CC(=O)c1c(C)[nH]c(C(=O)COC(=O)COc2ccccc2)c1C | -3% | 19% | 0.1% | 14% | i | i | -1% | -0.8 | -1%
COc1ccc(C(=O)N/N=C/c2ccc(OC)c(CN3CCCc4ccccc43)c2)cc1 | 5% | -9% | 5.0% | -25% | i | i | -15% | -0.3 | -18%
Cc1cc(C)c2c(n1)SCC(=O)N2CC(=O)Nc1ccc(C)c(C)c1 | 2%&4% | ? | -0.7%&5.1% | -12%&-1% | i | i | -17%&15% | 0.5 | -2%
CSc1ccc(/C=N/NC(=O)c2ccc3nc[nH]c3c2)cc1 | / | 0% | 2.3% | -14% | i | i | / | 0.8 | /
CC(C)N(C)c1ncnc2c1ncn2[C@H]1CN(Cc2ccncc2)C[C@@H](CO)O1 | / | -17% | 0.5% | 3% | i | i | / | 0.4 | /
Cc1ccc(-n2nnnc2-c2ccco2)cc1 | -6% | 6% | 1.9% | 0% | i | i | -2% | 0.4 | -1%
O=C(N/N=C/C=C\c1ccc([N+](=O)[O-])cc1)c1cccnc1 | -3% | 21% | 3.8% | -9% | i | i | -28% | -2.3 | -4%
CCOc1ccc(C(C)=O)cc1COC(=O)C1=COCCO1 | -1% | 0% | 0.1% | 7% | i | i | 23% | -0.6 | 0%
CCOc1ccccc1-c1cc(C(=O)N/N=C/c2cccnc2)c2ccccc2n1 | -5% | -13% | 2.5% | 10% | i | i | ? | -1.7 | /
